TRPC4 agonist = opens the mouse TRPC4 cation channel; HEK293 TRPC4beta/mu-opioid, Fluo4 calcium fluorescence; stronger effect = higher value; Q9QUQ5; hit rate 0.49% among 310,000; B-score at 10 µM;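 active means B-score above 5 SD of library B-scores, and initial fluorescence ratio not above library mean plus 5 SD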;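 further: positive B-score marks a calcium rise read as TRPC4 activation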
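Assay system: HEK293 stable line with TRPC4beta plus mu-opioid receptor. Times: dye 45 min RT, read 110 s. Measured by: kinetic Fluo4 calcium fluorescence. Measure: B score of integrated ratio. Controls: assay buffer as low control, maximal DAMGO as high control.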
ANO1 block = inhibitors of mouse TMEM16A calcium-activated chloride channel | hit rate 1.2% among 310,000 | normalized B-score (activity score, 25-100; higher = stronger inhibition) at 10 µM | Q8BHY3 | HEK293 TMEM16A/YFP iodide influx fluorescence, ionomycin;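 active means ratio plate-corrected score three or more library SD toward inhibition, starting fluorescence score within five deviations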;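 further: score derived from kinetic fluorescence span divided by baseline fluorescence per well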
Target sequence (Q8BHY3 whole entry, looked up): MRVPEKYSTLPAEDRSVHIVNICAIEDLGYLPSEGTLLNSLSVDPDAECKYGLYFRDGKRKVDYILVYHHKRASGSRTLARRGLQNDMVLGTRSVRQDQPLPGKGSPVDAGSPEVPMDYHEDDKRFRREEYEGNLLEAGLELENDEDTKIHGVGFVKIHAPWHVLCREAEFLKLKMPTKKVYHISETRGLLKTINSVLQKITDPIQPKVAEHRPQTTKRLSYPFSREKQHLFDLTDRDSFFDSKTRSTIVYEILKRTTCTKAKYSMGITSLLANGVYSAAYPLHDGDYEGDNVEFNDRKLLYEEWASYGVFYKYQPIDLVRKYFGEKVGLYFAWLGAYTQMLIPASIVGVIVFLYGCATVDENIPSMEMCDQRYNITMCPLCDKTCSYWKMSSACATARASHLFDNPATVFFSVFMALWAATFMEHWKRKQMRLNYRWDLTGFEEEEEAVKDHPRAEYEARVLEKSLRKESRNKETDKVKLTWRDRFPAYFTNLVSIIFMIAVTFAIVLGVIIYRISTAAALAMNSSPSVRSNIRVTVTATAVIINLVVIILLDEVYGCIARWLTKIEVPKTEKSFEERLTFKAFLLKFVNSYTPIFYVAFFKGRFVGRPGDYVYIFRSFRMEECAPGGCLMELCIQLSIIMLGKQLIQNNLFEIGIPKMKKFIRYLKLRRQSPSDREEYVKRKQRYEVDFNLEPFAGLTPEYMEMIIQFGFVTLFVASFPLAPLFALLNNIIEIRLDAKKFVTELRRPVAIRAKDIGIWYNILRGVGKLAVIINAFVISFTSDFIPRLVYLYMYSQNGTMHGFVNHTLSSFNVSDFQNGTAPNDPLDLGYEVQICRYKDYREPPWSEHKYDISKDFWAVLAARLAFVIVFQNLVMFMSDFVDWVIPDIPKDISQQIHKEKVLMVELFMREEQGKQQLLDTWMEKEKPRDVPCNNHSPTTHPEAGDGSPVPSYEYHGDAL
MrgX1 allo act = human MrgX1 positive allosteric modulation, primary screen | Q96LB2 | MrgX1-HEK293, Fluo-4 calcium flux, FDSS; stronger effect = higher value | B-score at 10 µM | hit rate 0.63% among 310,000 | AID 588675;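 active means plate-corrected calcium response at least 3 library SD above typical, normal starting fluorescence, not activating the receptor alone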;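 further: compound read alongside a low EC10 to EC30 dose of BAM8-22 agonist; peak minus trough fluorescence over baseline measured at the second addition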
ANO1 activ = activates or potentiates the mouse TMEM16A chloride channel; Q8BHY3; HEK293 TMEM16A/YFP-H148Q/I152L, iodide quench fluorescence; stronger effect = lower value; B-score at 10 µM; hit rate 0.3% among 340,000;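 active means fluorescence-ratio B-score plate-corrected deviation score at least 3 library SD below zero, with starting fluorescence score within 5 deviations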;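 further: channel opened by trigger with iodide after compound preincubation; score built on the fluorescence ratio of max minus min over baseline; more negative score means more quench and so TMEM16A activation or potentiation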
TRPC4 inh = inhibitors of mouse TRPC4 channel | Q9QUQ5 | hit rate 0.39% among 300,000 | HEK293 TRPC4beta/mu-opioid, DAMGO-evoked Fluo4 calcium flux; stronger effect = lower value | AID 2247 | B-score at 10 µM;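 active means B-score over 3 SD under the library average, no early fluorescence shift, positive overall ratio signal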
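Material: HEK293 cells with stable TRPC4beta plus mu-opioid receptor expression; probe or stimulus: DAMGO in two steps, submaximal then maximal; technique: Fluo4 calcium fluorescence by kinetic imaging, 5 s 1 Hz baseline; measure: integrated fluorescence ratio relative to baseline, converted to per-well B score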
MrgX1 agonist = human MrgX1 receptor agonism, primary screen; Q96LB2; MrgX1-HEK293 cells, Fluo-4 calcium fluorescence, agonist mode; stronger effect = higher value; B-score at 10 µM; hit rate 0.44% among 310,000; AID 588627;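 active means calcium response B-score plate-corrected fluorescence ratio at least 3 library SD, with starting fluorescence B-score inside 5 SD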
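Material – MrgX1-expressing HEK293 cells · Input – 15,000 cells seeded per well · Dosing – compound as first of three additions · Times – overnight seeding, then 1 h dark dye loading · Measured by – kinetic Fluo-4 NW fluorescence of intracellular calcium · Read-out – B-scored fluorescence response ratio · Benchmarks – positive and negative control wells on each plate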
TRPC4 PAM = TRPC4 (mouse) allosteric potentiation; hit rate 0.42% among 310,000; AID 2227; HEK293 TRPC4beta/mu-opioid, DAMGO EC20, Fluo-4 Ca2+ flux; stronger effect = higher value; B-score at 10 µM; Q9QUQ5;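 active means B-score of calcium response area above 5 SD of library B-scores, with initial fluorescence ratio within 5 SD of library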;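 further: B-score of integrated fluorescence ratio over time as area under calcium response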
SKKanGAS inh = inhibitors of SKKanGAS S. pyogenes growth in kanamycin (SK-promoter or general growth effect) | BacTiter-Glo, 6 h | inhibition, % at 7.5 µM | hit rate 1.3% among 300,000 | AID 1662;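 active means mean replicate score, as percent of positive control median, at least 50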;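 further: strain carries kanamycin resistance gene driven by streptokinase promoter and grows in 40 µg/ml kanamycin; loss of luminescence reflects streptokinase promoter inhibition or plain growth inhibition; 0% = median of DMSO wells and 100% = positive control at its reference dose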
MrgX1 antag = human MrgX1 receptor antagonism, primary screen. MRGX1-HEK293 calcium flux, Fluo-4, BAM8-22 antagonism; stronger effect = lower value. hit rate 1.3% among 310,000. B-score at 10 µM. Q96LB2;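 active means calcium-response B-score plate-corrected more than 3 library SD below zero, starting fluorescence within 5 deviations, no agonist response on first addition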;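 further: peak minus trough fluorescence over baseline after final BAM8-22 challenge near maximal dose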
TRPC6 inh = blocks the mouse TRPC6 cation channel; Q61143; HEK293-TRPC6, membrane potential dye, ACh-evoked depolarization; stronger effect = lower value; B-score at 10 µM; hit rate 1.1% among 310,000; AID 2553;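 active means B-score under library mean minus 3 SD, initial fluorescence not abnormally high, positive integrated signal ratio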;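 further: B-score derived from integrated fluorescence ratio over the kinetic read; more negative B-score means stronger inhibition of depolarization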
TRPC6 act = mouse TRPC6 channel activation; B-score at 10 µM; Q61143; hit rate 0.13% among 310,000; HEK293-TRPC6 membrane potential dye fluorescence; stronger effect = higher value;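 active means B-score of the integrated fluorescence ratio above library mean plus 3 SD, and starting fluorescence ratio within library mean plus 5 SD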;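 further: higher score means more depolarization so channel activation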
The depositor's hits bear a star; i = inactive; · = not tested or not shown.

SMILES	TRPC4 agonist	ANO1 block	MrgX1 allo act	ANO1 activ	TRPC4 inh	MrgX1 agonist	TRPC4 PAM	SKKanGAS inh	MrgX1 antag	TRPC6 inh	TRPC6 act
CC1c2[nH]c3ccccc3c2CCN1S(C)(=O)=O (stereo unspecified)	i	i	i	i	i	i	i	-1	i	i	i
CCNC(=S)Nc1ccc(Cl)cc1Cl	i	i	i	i	i	i	i	-2	i	i	i
O=C(Nc1ccc(Br)cc1)Nc1ccccc1Cl	i	i	i	i	i	i	i	44	i	i	i
COC(=O)C1CCCN1C(=O)COc1ccc(Cl)cc1Br (stereo unspecified)	i	i	i	i	i	i	i	-3	i	i	i
O=C(NCc1cccnc1)C1CC(c2ccc(F)cc2)=NO1 (stereo unspecified)	i	i	i	i	i	i	i	-5	i	i	i
CC(=O)Nc1ccc(S(=O)(=O)N2CCN(C(=O)c3ccccc3F)CC2)cc1	·	i	i	i	·	i	·	·	i	·	·
COc1cccc(CC(NC(C)=O)C(=O)NC2CCN(S(=O)(=O)c3ccc(C)cc3)CC2)c1OC (stereo unspecified)	i	i	i	i	i	i	i	-1	i	i	i
COc1cccc(C2C(C(C)=O)=C(O)C(=O)N2Cc2ccco2)c1 (stereo unspecified)	i	i	i	i	i	i	i	4	i	i	i
O=C(NCCCn1ccnc1)c1ccco1	i	i	i	i	i	i	i	-8	i	i	i
O=C(Nc1cccc(Cl)c1)OCc1cnc(Cl)s1	i	i	i	i	i	i	i	-9	i	i	i
CN(C(=O)COc1ccc(Cl)cc1)C1(C)CCS(=O)(=O)C1 (stereo unspecified)	i	i	i	i	i	i	i	12	i	i	i
COc1cc(OC)cc(C(=O)Nc2ccccc2-c2nnn(CC(N)=O)n2)c1	i	i	i	i	i	i	i	-5	i	i	i
Nc1nonc1-n1nnc(C(=O)N/N=C/C2CCCCC2)c1-c1ccccc1	i	i	i	i	i	i	i	-3	i	i	i
CCOC(=O)N1CCN(C(=O)c2ccccc2Oc2ccccc2)CC1	i	i	i	i	i	i	i	2	i	-6.1*	i
Cc1cc(Br)ccc1NC(=O)C1C2CCC(O2)C1C(=O)O (stereo unspecified)	i	i	i	i	i	i	i	1	i	i	i
CC(Sc1nnc(-c2ccccc2)c(-c2ccccc2)n1)C(=O)Nc1ncc(Cl)cc1Cl (stereo unspecified)	i	i	i	i	i	i	i	5	i	i	i
O=C(c1ccc(NS(=O)(=O)c2ccccc2)cc1)N1CCCCCC1	i	i	i	i	i	i	i	1	i	i	i
C=CCNCCCCOc1ccc(OCC)cc1	i	i	i	i	i	i	i	14	i	i	i
Cc1ccc(CN2CCNC(=O)C2CC(=O)N(C)Cc2cnccn2)cc1 (stereo unspecified)	i	i	i	i	i	i	i	2	i	i	i
Nc1nc(SCc2ccc(Br)cc2)n[nH]1	i	i	i	i	i	i	i	4	i	i	i
COc1ccccc1/C=C/C=N/N1CCN(Cc2ccc(Cl)cc2)CC1	i	i	i	i	i	i	i	-2	i	i	i
O=C(NCC1CCCO1)c1cc(C(=O)C2CC2)c[nH]1 (stereo unspecified)	i	i	i	i	i	i	i	5	i	i	i
CC(C)CNC(CC(=O)Nc1cccc([N+](=O)[O-])c1)C(=O)O (stereo unspecified)	i	i	i	i	i	i	i	-4	i	i	i
CN(C(=O)COC(=O)c1ccc(=O)n(Cc2ccccc2)n1)c1ccccc1	i	i	i	i	i	i	i	2	i	i	i
Cc1ccccc1Cn1c(-c2cncs2)nc2ccccc21	i	i	i	i	i	i	i	-4	i	i	i
Cc1nc2ccccc2n1CCc1ccccc1	i	i	i	i	i	i	i	10	i	i	i
C/C(Cc1ccccc1)=N\NC(=O)c1cc(C(C)(C)C)[nH]n1	i	i	i	i	i	i	i	4	i	i	i
CCCCN1CC2([N+](=O)[O-])C=CC(=O)C([N+](=O)[O-])(C1)C2CC(=O)c1ccccc1 (stereo unspecified)	i	i	i	i	i	i	i	5	i	i	i
Cc1nc2ccc(C(=O)Nc3cccc([N+](=O)[O-])c3)cc2s1	i	i	i	i	i	i	i	-13	i	i	i
Cc1cccc(CSc2nn3c(=O)c(C)nnc3s2)c1	i	i	i	i	i	i	i	6	i	i	i
O=C(Nc1ccccc1N1CCN(C(=O)c2ccccc2)CC1)c1ccc(Cl)cc1	i	i	i	i	i	i	i	-4	i	i	i
Cc1nnc2ccc(-c3cccc(NC(=O)c4ccc(Cl)nc4)c3)nn12	i	i	i	i	i	i	i	-7	i	-5.8*	i
CCOc1ccc(N2C(=O)C(Cl)=C(N3CCOCC3)C2=O)cc1	i	i	i	i	i	i	i	3	i	i	i
Cc1ccc2c(c1)N(C(=O)CCC(=O)N1CCC(C(N)=O)CC1)CCO2	i	i	i	i	i	i	i	-3	i	i	i
COc1cc(NS(=O)(=O)c2ccc(F)cc2)c(OC)cc1NC(C)=O	i	i	i	i	i	i	i	-6	i	i	i
CC1=CC(c2ccccc2)n2nc(NS(=O)(=O)c3ccc(C)cc3)nc2N1 (stereo unspecified)	·	i	i	i	·	i	·	·	i	·	·
CC(=O)c1ccc(-c2ccc([C@H]3[C@@H]4C=CCC[C@@]4(C)C(=O)N3Cc3ccccc3)c(F)c2)cc1	i	i	i	i	i	i	i	31	i	i	i
Cc1onc(-c2ccccc2Cl)c1C(=O)OCC(=O)c1ccc2c(c1)OCCO2	i	i	i	i	i	i	i	8	i	i	i
Cc1ccc(N2C(=NC(=O)c3ccccc3)SC3CS(=O)(=O)CC32)cc1 (stereo unspecified)	i	i	i	i	i	i	i	-4	i	i	i
CCOC(=O)Nc1cccc(OCC(=O)Nc2ccccc2OCC)c1	i	i	i	i	i	i	i	5	i	i	i
O=C(COC(=O)c1ccc(O)cc1)Nc1ccc(OC(F)F)cc1	i	i	i	i	i	i	i	16	i	i	i
CCOc1ccc(CNC(=O)CCn2c(=O)oc3ccccc32)cc1OC	i	i	i	i	i	i	i	-2	i	i	i
O=C(CCCC(=O)N(CC(=O)NC1CCCC1)Cc1ccccc1Cl)Nc1ccccn1	i	i	i	i	i	i	i	2	i	i	i
COc1cc(/C=C2/C(=N)N3C(=NC2=O)SN=C3S(C)(=O)=O)ccc1OS(=O)(=O)c1ccccc1	i	i	28*	·	i	i	i	26	i	i	i
C#CCOCCOCCOCCNc1nc(N2CCN(C(=O)C(CCC(=O)O)n3cc(C(N)CC(C)C)nn3)CC2)nc(N2CCN(C(=O)C(Cc3cc4ccccc4[nH]3)n3cc(C(N)Cc4ccc(O)cc4)nn3)CC2)n1 (stereo unspecified)	i	i	i	i	i	i	i	0	i	i	i
Cc1ccc(P(=Nc2ccccc2)(N2CCOCC2)N2CCOCC2)o1	i	i	i	i	i	i	i	-1	i	i	i
CC(=O)c1cc(-c2ccccc2)[nH]c1N1CCOCC1	i	i	i	i	i	i	i	-4	i	i	i
CC(OC(=O)CNC(=O)c1cccc(F)c1)C(=O)NC1CCCCC1C (stereo unspecified)	i	i	i	i	i	i	i	0	i	i	i
CCCOc1ccc(N2C(=O)CC(N(Cc3ccc(OC)cc3)C(=S)Nc3ccccc3)C2=O)cc1 (stereo unspecified)	i	i	i	i	i	i	i	18	i	i	i
CC1Sc2ccc(S(=O)(=O)CCC(=O)Nc3ccccn3)cc2NC1=O (stereo unspecified)	i	i	i	i	i	i	i	-2	i	i	i
CC1=CC(c2ccccc2)n2nc(NC(=O)CCCC(=O)O)nc2N1 (stereo unspecified)	i	i	i	i	i	i	i	-2	i	i	i
CC(=O)Nc1ccc(S(=O)(=O)Nc2ccc3c(c2)OCCO3)cc1	i	i	i	i	i	i	i	0	i	i	i
Nc1nc(-c2ccc3c(c2)CCCC3)cs1	·	i	i	i	·	i	·	·	i	·	·
O=C(NCc1ccc(F)cc1)C(c1ccc(Cl)cc1)N(C(=O)c1csnn1)C1CC1 (stereo unspecified)	i	i	i	i	i	i	i	3	i	i	i
CCC1(CC)C(=O)C2=C3C1[C@H](C(=O)OC)CC(C(=O)OC)C[C@H]3n1c(=O)n(-c3ccccc3)c(=O)n1[C@H]2C (stereo partly specified)	i	i	i	·	i	i	i	-1	i	i	i
CN(C)c1ccc(NC2=C([N+](=O)[O-])CS(=O)(=O)C2)cc1	i	i	i	i	i	i	i	1	i	i	i
O=C(NC1CCCC1)C(c1cccnc1)N(Cc1ccc(F)cc1)C(=O)c1csnn1 (stereo unspecified)	i	i	i	i	i	i	i	-1	i	i	i
CC(C)(C)[C@@H]1C=C(C(=O)O)O[C@H](OCc2ccc(CO)cc2)C1	i	i	i	i	i	i	i	2	i	i	i
CC1=C(C(=O)Nc2cccnc2)C(c2ccc(C(C)C)cc2)n2ncnc2N1 (stereo unspecified)	i	·	·	i	i	·	i	-3	·	i	i
O=C(CN(C(=O)CNS(=O)(=O)c1ccccc1)c1ccc(Cl)cc1)NCC1CCCO1 (stereo unspecified)	i	i	i	i	i	i	i	2	i	i	i

Further records follow:
SMILES	TRPC4 agonist	ANO1 block	MrgX1 allo act	ANO1 activ	TRPC4 inh	MrgX1 agonist	TRPC4 PAM	SKKanGAS inh	MrgX1 antag	TRPC6 inh	TRPC6 act
CCOC(=O)c1c(NC(=O)CSc2nc3ccccc3c(=O)n2-c2ccc(F)cc2)sc(C(C)=O)c1C	i	i	i	i	i	i	i	14	i	i	i
Cc1ccc(O)c(C(=O)c2cnc3c(c2)COc2ccccc2-3)c1	i	i	i	i	i	i	i	29	-10*	i	i
Cc1nnc2sc(COc3ccccc3)nn2c1=O	i	i	i	·	i	i	i	9	i	i	i
COc1ccc2c(CC(=O)OCC(=O)Nc3sc4c(c3C#N)CCC(C)C4)coc2c1 (stereo unspecified)	i	i	i	i	i	i	i	-1	i	i	i
O=C(CN1CCCCC1)Nc1ccccc1NC(=O)CN1CCCCC1	i	i	i	i	i	i	i	0	i	i	i

From PubChem
